Screening data as filed in PubChem BioAssay.
BaF3 tox – parental Ba/F3 viability inhibition as JAK2V617F counter-screen. CellTiter-Glo ATP luminescence. inhibition, % at 5.6 µM. 220,000 compounds, 1.1% hits. AID 1486;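 active = inhibition above a per-campaign cutoff, the mean inhibition of all tested compounds plus 3 SD, cut at about 27% in these data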;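 also: 0% = DMSO wells and 100% = JAK Inhibitor I control wells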
NPY Y1 blocker – blocks the human neuropeptide Y Y1 receptor. HEK293-CNG Y1 cells, membrane potential fluorescence; NPY at EC95, then isoproterenol. AID 1040. 200,000 compounds, 1% hits. inhibition, % at 3.6 µM. P25929;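 active = inhibition above the campaign mean inhibition of all tested compounds plus 3 SD, cut at about 20% in these data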;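 also: 0% = DMSO wells given NPY plus isoproterenol and 100% = isoproterenol alone without NPY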
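Benchmarks – high control isoproterenol alone, low control NPY with isoproterenol · Material – HEK293 Y1/CNG channel cell line · Times – dye 3 h, compound 60 min room temperature, stimulation 45 min · Probe or stimulus – NPY (25 nM), isoproterenol (1 µM), Ro 20-1724 (25 µM) · Evaluation – % inhibition of NPY effect · Signal – fluorescence, membrane potential probe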
NPY1 pot ag – potentiators or agonists of human neuropeptide Y receptor Y1. 220,000 compounds, 0.37% hits. AID 1304. NPY-Y1 expressing cells, potentiator/agonist activation. activation, % at 3.6 µM. P25929; in the data active = activation above about 33%, passing the limit was not always enough;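 also: cells stimulated with NPY at EC10 then isoproterenol at EC100; 0% = low agonist plus stimulus and 100% = saturating agonist plus stimulus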
NPY-Y2 PAM-ag – potentiators or agonists of human neuropeptide Y receptor Y2; 220,000 compounds, 0.45% hits; AID 1359; P49146; activation, % at 3.6 µM; cells expressing NPY-Y2, potentiator/agonist read-out; in the data active = activation above about 27%;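 also: cells stimulated with NPY near EC25 plus isoproterenol at EC100; 0% = vehicle plus submaximal agonist and 100% = vehicle plus saturating agonist; some results beyond the cut were filed as inactive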
Target sequence (P49146 whole entry, looked up): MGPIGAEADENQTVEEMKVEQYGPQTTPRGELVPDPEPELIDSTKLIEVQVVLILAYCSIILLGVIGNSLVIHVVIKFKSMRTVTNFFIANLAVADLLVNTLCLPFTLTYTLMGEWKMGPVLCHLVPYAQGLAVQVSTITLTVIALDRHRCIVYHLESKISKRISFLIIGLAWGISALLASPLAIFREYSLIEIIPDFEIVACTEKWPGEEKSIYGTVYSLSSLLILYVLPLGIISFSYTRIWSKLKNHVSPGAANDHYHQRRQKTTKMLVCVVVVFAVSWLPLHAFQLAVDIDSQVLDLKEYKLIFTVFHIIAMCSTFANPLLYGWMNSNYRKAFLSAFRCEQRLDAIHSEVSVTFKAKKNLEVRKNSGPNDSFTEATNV
S1P4 antag – blocks the human S1P4 receptor | O95977 | S1P4-expressing cells, antagonist mode, reporter read-out | inhibition, % at 4.98 µM | 220,000 compounds, 0.26% hits; in the data active = inhibition above about 29%;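 also: 0% = wells stimulated with agonist and 100% = vehicle wells without agonist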
Target sequence (O95977 whole entry, looked up): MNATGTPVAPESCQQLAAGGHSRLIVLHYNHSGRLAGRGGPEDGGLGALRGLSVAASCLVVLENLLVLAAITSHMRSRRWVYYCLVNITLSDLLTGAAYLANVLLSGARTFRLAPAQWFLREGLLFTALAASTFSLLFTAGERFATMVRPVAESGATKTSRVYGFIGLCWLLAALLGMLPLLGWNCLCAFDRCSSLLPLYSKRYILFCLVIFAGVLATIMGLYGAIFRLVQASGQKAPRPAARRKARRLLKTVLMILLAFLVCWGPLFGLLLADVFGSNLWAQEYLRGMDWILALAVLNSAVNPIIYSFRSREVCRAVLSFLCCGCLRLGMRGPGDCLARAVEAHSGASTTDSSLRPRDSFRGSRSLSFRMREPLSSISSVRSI
Ba/F3 V617F tox – loss of viability in JAK2V617F-driven Ba/F3 cells | Ba/F3 EpoR-JAK2V617F viability, ATP luminescence | inhibition, % at 5.6 µM | 220,000 compounds, 1.1% hits;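 active = inhibition above the campaign mean plus 3 SD over all tested compounds, cut at about 24% in these data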;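 also: cytokine-independent growth of Ba/F3 cells driven by EpoR plus mutant JAK2; 0% = DMSO-treated cells and 100% = JAK inhibitor I control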
NCF1 inh – inhibitors of human p47phox binding. 220,000 compounds, 0.53% hits. inhibition, % at 24.7 µM. p47phox/p22phox peptide binding, fluorescence polarization, 2 h. AID 1274. P14598;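 active = inhibition above about 30%, limit read from the data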;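 also: 0% = p47phox with labelled peptide and 100% = labelled peptide alone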
CHOP inhibitor – CHOP inhibition in unfolded protein response. CHO-K1 CHOP-promoter luciferase, tunicamycin-induced, 15-18 h. inhibition, % at 10 µM. 220,000 compounds, 3.8% hits;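 active = compounds that reduced the stress-induced luciferase reporter signal by more than about 70% of percent inhibition, limit read from the data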;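 also: 0% = tunicamycin plus vehicle and 100% = wells without tunicamycin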
S1P4 agonist – agonists of human S1P4 receptor | activation, % at 4.98 µM | AID 1509 | 220,000 compounds, 0.35% hits | S1P4-expressing cell line, agonist reporter assay | O95977; in the data active = activation above about 11%;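 also: 0% = DMSO vehicle and 100% = reference agonist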
Starred values were filed as active, the others as inactive; · = not tested or not shown; & = joins results of further samples.

Structure	BaF3 tox	NPY Y1 blocker	NPY1 pot ag	NPY-Y2 PAM-ag	S1P4 antag	Ba/F3 V617F tox	NCF1 inh	CHOP inhibitor	S1P4 agonist
C/C=C/c1ccc(OCCOc2cc(C=O)ccc2OC)c(OC)c1	-0.2	-7.8	-4.6	-11.6	-22.9	1.1	-11.0	18.2	0.1
Cc1cc(C)c(NC(=O)CSc2nnc(-c3ccco3)n2N)c(C)c1	4.0	8.1	-15.1	2.7	2.7	0.6	-27.6	9.3	-0.7
c1ccc2c(c1)[nH]c1c3ccccc3sc21	-3.6	·	32.5	21.7	-9.0	-2.9	2.7	19.4	1.6
COCCN1Cc2cccc(C(=O)Nc3cc(C)cc(C)c3)c2C1=O	5.5	5.0	-1.0	4.9	-2.8	-0.3	3.7	8.6	1.0
O=C(NCCCN1CCN(CCCNC(=O)c2ccc3c(c2)OCO3)CC1)c1ccc2c(c1)OCO2	4.7	-0.1	-12.4	-15.4	6.0	3.1	3.1	-4.3	1.8
COC(=O)CCN(C(=O)c1cc([N+](=O)[O-])cc([N+](=O)[O-])c1)c1ccccn1	3.8	-2.6	-12.8	-14.6	-11.2	0.0	-5.0	2.2	-0.1
O=C(Nc1cc2cccc([N+](=O)[O-])c2oc1=O)c1cccs1	2.5	4.2	-8.9	-1.2	-2.5	-1.6	-22.6	41.1	0.8
CN(C)c1cc(-c2cccc([N+](=O)[O-])c2)oc(=O)c1Cl	3.8	·	19.9	16.1	-11.9	-3.0	4.1	0.8	0.5
CC(C)(/C=N/NC(=O)CSCc1ccccc1Cl)CCC#N	0.1	1.3	-41.4	-0.4	2.9	3.6	-6.8	4.6	2.1
O=C1C=CC2C(c3ccc4c(c3)OCO4)CC1N2Cc1ccccc1 (centres undefined)	5.8	0.0	0.8	3.9	-15.1	-0.5	-0.1	-41.4	-2.2
Cc1ccc(S(=O)(=O)NC(C)C(=O)Nc2ccccc2C(=O)N2CCCC2)cc1 (centres undefined)	-0.9	1.7	11.6	2.8	3.4	-2.6	-5.6	0.4	-0.8
COc1ccc(N2C(=O)CC(c3cc(OC)c(OC)c(OC)c3)CC2=O)cc1	0.9	·	17.5	-11.1	-8.4	-1.5	-6.8	0.5	1.6
COc1cc(C(=O)Nc2ccc(S(=O)(=O)Nc3nccc(C)n3)cc2)c([N+](=O)[O-])cc1OC	-0.4	·	-1.4	-20.4	6.9	-1.4	-10.0	12.8	1.8
COc1ccc(C2(CNC(=O)/C=C\c3ccco3)CCCC2)cc1OC	12.0	5.7	-0.7	-9.8	15.6	2.9	-22.0	-29.3	-3.1
Cc1ccc(S(=O)(=O)C2(C(=O)N3CCN(C4CCCCC4)CC3)CC2)cc1	0.5	0.8	-13.5	-6.0	-20.3	0.2	-16.2	-25.7	0.8
Cc1n[nH]c(C)c1CCCCOc1ccccc1	2.9	-2.3	-3.3	4.0	-12.4	2.0	3.4	4.3	0.5
COc1ccccc1N1CCN(C(=O)C(=O)N/N=C/c2ccccc2F)CC1	4.8	4.0	-10.9	-1.8	-5.6	1.2	-9.7	14.8	0.4
Cc1ccc(Cc2cnc(N3C(=N)SC(c4ccccc4)C3=O)s2)cc1 (centres undefined)	5.0	1.1	11.0	-11.2	-8.2	-0.4	-4.1	16.3	1.1
CCOc1ccc(N2C(=O)C(=O)/C(=C(/O)c3ccccc3)C2c2ccccc2[N+](=O)[O-])cc1 (centres undefined)	-2.8	·	11.1	12.2	-24.0	-1.9	-2.0	-14.7	2.2
N/C(=N\OC(=O)COc1ccc(Br)cc1Cl)c1cccnc1	4.7	6.3	19.2	-0.1	-8.6	3.0	1.0	3.6	0.2
N/C(=N\OC(=O)Cc1ccccc1)c1ccncc1	2.2	-1.0	9.9	-8.5	-17.9	-0.9	-6.0	9.4	-0.1
CCOc1ccc2nc(N3CCC(C(=O)Nc4nnc(CC)s4)CC3)sc2c1	8.6	-2.4	-3.7	4.3	10.0	7.0	-20.5	-32.2	-0.2
COc1ccc(O[C@H]2C=C[C@@H](c3ccccc3)O[C@@H]2CO/N=C/C[C@@H]2C=C[C@H](OC(C)=O)[C@@H](COC(C)=O)O2)cc1	7.5	6.4	-21.7	3.5	13.9	7.8	3.7	21.0	0.2
COc1ccc(-c2csc(NC(=O)CCS(=O)(=O)c3ccccc3)n2)c(OC)c1	-1.2	·	34.2	1.7	1.3	-1.6	-65.5	28.3	-0.2
CSc1nccc(-c2cc(Cl)sc2Cl)n1	2.0	0.0	4.4	-6.5	4.2	-2.8	-7.2	25.4	-1.2
CC1CCN(Cc2c(O)ccc3c(=O)c(-c4nc5ccccc5s4)c(N)oc23)CC1	9.5	2.8	5.5	1.6	-14.9	3.5	-33.8	9.4	0.0
CC(=O)Oc1ccc2occ(/C=N/c3cc(=O)[nH]c(=S)[nH]3)c(=O)c2c1	-9.5	·	11.6	-18.8	-9.0	-2.2	-7.6	1.1	0.5
COc1cc(/C=N/n2c(C)n[nH]c2=S)ccc1OCc1ccccc1	0.5	4.2	-12.7	-0.7	-24.6	-3.5	-2.2	-25.6	-0.5
COc1ccccc1NC(=O)c1csc(-n2nc(C)cc2C(F)(F)F)n1	8.0	-6.0	-8.2	-21.7	-7.1	3.9	-7.8	18.3	1.6
CC(C)NC(=O)c1cc(-c2ccc(Br)cc2)on1	8.5	3.0	3.8	1.8	-2.3	1.2	-10.4	5.9	1.1
CC(C)N(C(=O)Nc1ccc2nccnc2c1)C(C)C	4.0	-2.2	9.5	-20.8	16.1	2.0	-9.0	24.7	-0.4
Cc1cc(C)cc(OCC(=O)Nc2ccccc2C(=O)NCc2ccco2)c1	2.3	1.9	-32.3	-3.6	-2.7	-1.7	-5.8	66.5	-0.2
O=C(Cn1cnc2c(oc3ccccc32)c1=O)NCc1ccco1	4.0	-0.3	-6.7	-22.2	-4.5	2.9	-4.0	4.5	-1.4
CCCn1c(=S)[nH]c2cc(C(=O)N3CCCC(C(=O)OCC)C3)ccc2c1=O (centres undefined)	-0.3	-1.6	13.4	4.9	2.0	-4.6	-4.0	19.8	2.5
COc1ccc(/C=N/Nc2cc(N(C)C)nc(N(C)C)n2)cc1	2.0	-0.7	13.3	0.4	-14.0	-4.3	-5.9	18.1	1.7
CC1CC(C)CN(C(=O)c2cc(-c3ccccn3)nc3ccccc23)C1 (centres undefined)	0.6	5.0	-4.4	-13.9	-15.1	-0.3	-15.4	42.0	-7.9
Cc1ccc(-c2nc(SCC(N)=O)c(C#N)c3c2CCCC3)cc1	7.7	1.6	-11.7	-6.9	-4.5	1.2	-5.0	83.2*	-1.1
CCOC(=O)c1cnn(-c2nc(-c3ccc(F)cc3)cs2)c1C(F)(F)F	-0.6	9.1	-10.8	-0.9	-23.4	-1.6	-9.5	13.2	1.1
COc1cccc2c(Cl)c(CCCl)c(C)nc12	3.5	2.0	-3.1	2.3	-18.0	2.5	13.4	-0.5	0.0
O=C(Cn1c(=O)oc2ccccc21)NC(=O)NCc1ccccc1	7.4	0.0	7.1	-14.0	-8.8	0.4	-10.1	26.1	-2.1
O=C(NC1CCCc2ccccc21)c1ccc(Br)cc1 (centres undefined)	5.8	-0.7	-15.9	-2.8	-9.4	-4.0	-3.5	20.6	1.1
COc1ccc(C(=O)N2CCNC(=O)C2CC(=O)Nc2ccc(C)cc2)cc1 (centres undefined)	10.4	2.2	-6.0	-11.4	-6.2	6.3	-14.6	2.9	0.8
CC(=O)c1c(C)oc2ccc(NS(=O)(=O)c3ccc(O)c(C(=O)O)c3)cc12	3.3	0.7	-8.0	-1.4	-10.9	-3.6	-5.6	15.3	-0.1
CCCOc1ccc2c3c(c(=O)oc2c1)CCCC3	4.9	4.2	-26.5	-3.9	-4.0	0.1	-8.7	33.9	-2.8
Cn1cc(S(=O)(=O)NCc2cccs2)c(=O)n(C)c1=O	1.0	4.5	-6.0	1.3	-9.3	-3.9	-5.4	4.6	-1.8
Cc1cccc(N(CC(=O)NCc2ccccc2)C(=O)Cn2nnc(-c3ccc(C)o3)n2)c1	-0.1	9.2	-5.7	-1.1	-10.6	-1.4	-7.7	43.5	-1.6
O=C(NCCN1CCOCC1)c1ccc2c(c1)ncn2C1CCCC1	8.6	0.3	-25.3	-2.7	-1.0	2.4	0.9	-27.4	1.6
COc1ccc(CCCC(=O)N/N=C\c2cccs2)cc1	7.3	4.8	9.2	-6.9	-10.3	3.4	-2.6	57.7	0.8
COc1ccc(-n2c(=S)[nH]c3cc(C(=O)NCc4ccco4)ccc3c2=O)cc1OC	0.3&0.3	5.1&0.9	24.8&2.7	16.9&10.9	-0.2&-4.8	0.1&1.5	4.3&5.0	-7.7&7.1	0.4&-1.9
COC(=O)c1c(NC(=O)CN2C(=O)C(=O)N(CC(C)C)C2=O)sc2c1CCCCC2	7.2	4.2	-7.9	8.3	-31.2	1.1	-26.9	32.5	1.6

(cont.)
Structure	BaF3 tox	NPY Y1 blocker	NPY1 pot ag	NPY-Y2 PAM-ag	S1P4 antag	Ba/F3 V617F tox	NCF1 inh	CHOP inhibitor	S1P4 agonist
CCOC(=O)c1c(C#N)cnn1-c1ccc(C)cc1	1.9	2.5	4.2	5.6	-17.0	-2.3	1.2	-2.6	-0.3
CC(C)(C)OC(=O)N1CCC(c2cc(=O)n3[nH]cc(C(=O)NC4CCCC4)c3n2)CC1	5.8	4.2	-1.0	2.2	-6.8	0.6	-11.3	8.2	0.2
COC(=O)c1c(S(N)(=O)=O)c2ccccc2n1C	2.6	0.1	-14.9	12.1	-2.2	-1.0	-9.7	4.1	-0.8
CC1CCCN(C(=O)Cn2c(-c3nonc3N)nc3ccccc32)C1 (centres undefined)	1.8	1.1	6.6	1.8	-26.7	-1.9	-9.4	25.6	0.1
CCOC(=O)c1c(NC(=O)Cn2cnc([N+](=O)[O-])n2)sc2c1CCC(C)C2 (centres undefined)	-2.4	-5.5	8.0	3.5	-1.4	-0.8	-6.0	60.9	-0.6
S=C(NNc1cccc(Cl)c1)NC1CCCCC1	0.3	3.4	1.0	8.6	13.9	2.4	-7.7	50.9	-0.2
COc1ccc(CCNC(=O)Cn2c([N+](=O)[O-])cnc2C)cc1OC	5.7	10.5	3.3	-3.4	-3.8	0.0	-1.1	-2.9	2.3

Reformatted with two lines to a compound: four of the compounds above.
Every second line gives: BaF3 tox, NPY Y1 blocker, NPY1 pot ag, NPY-Y2 PAM-ag, S1P4 antag, Ba/F3 V617F tox, NCF1 inh, CHOP inhibitor, S1P4 agonist
> Cc1cc(C)cc(OCC(=O)Nc2ccccc2C(=O)NCc2ccco2)c1
  2.3, 1.9, -32.3, -3.6, -2.7, -1.7, -5.8, 66.5, -0.2
> COc1ccc(-n2c(=S)[nH]c3cc(C(=O)NCc4ccco4)ccc3c2=O)cc1OC
  0.3&0.3, 5.1&0.9, 24.8&2.7, 16.9&10.9, -0.2&-4.8, 0.1&1.5, 4.3&5.0, -7.7&7.1, 0.4&-1.9
> CC(C)(/C=N/NC(=O)CSCc1ccccc1Cl)CCC#N
  0.1, 1.3, -41.4, -0.4, 2.9, 3.6, -6.8, 4.6, 2.1
> CCOc1ccc2nc(N3CCC(C(=O)Nc4nnc(CC)s4)CC3)sc2c1
  8.6, -2.4, -3.7, 4.3, 10.0, 7.0, -20.5, -32.2, -0.2
